Screening results as filed in PubChem BioAssay.
MrgX1 antag – human MrgX1 receptor antagonism, primary screen; Q96LB2; MRGX1-HEK293 calcium flux, Fluo-4, BAM8-22 antagonism; stronger effect = lower value; B-score at 10 µM; actives 1.3% (n = 310,000);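 active = calcium-response B-score plate-corrected more than 3 library SD below zero, starting fluorescence within 5 deviations, no agonist response on first addition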;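 also: peak minus trough fluorescence over baseline after final BAM8-22 challenge near maximal dose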
TRPC4 inh – TRPC4 (mouse) channel inhibition; Q9QUQ5; HEK293 TRPC4beta/mu-opioid, DAMGO-evoked Fluo4 calcium flux; stronger effect = lower value; B-score at 10 µM; actives 0.39% (n = 300,000); AID 2247;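 active = B-score over 3 SD under the library average, no early fluorescence shift, positive overall ratio signal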
Target sequence (Q9QUQ5 whole entry, looked up): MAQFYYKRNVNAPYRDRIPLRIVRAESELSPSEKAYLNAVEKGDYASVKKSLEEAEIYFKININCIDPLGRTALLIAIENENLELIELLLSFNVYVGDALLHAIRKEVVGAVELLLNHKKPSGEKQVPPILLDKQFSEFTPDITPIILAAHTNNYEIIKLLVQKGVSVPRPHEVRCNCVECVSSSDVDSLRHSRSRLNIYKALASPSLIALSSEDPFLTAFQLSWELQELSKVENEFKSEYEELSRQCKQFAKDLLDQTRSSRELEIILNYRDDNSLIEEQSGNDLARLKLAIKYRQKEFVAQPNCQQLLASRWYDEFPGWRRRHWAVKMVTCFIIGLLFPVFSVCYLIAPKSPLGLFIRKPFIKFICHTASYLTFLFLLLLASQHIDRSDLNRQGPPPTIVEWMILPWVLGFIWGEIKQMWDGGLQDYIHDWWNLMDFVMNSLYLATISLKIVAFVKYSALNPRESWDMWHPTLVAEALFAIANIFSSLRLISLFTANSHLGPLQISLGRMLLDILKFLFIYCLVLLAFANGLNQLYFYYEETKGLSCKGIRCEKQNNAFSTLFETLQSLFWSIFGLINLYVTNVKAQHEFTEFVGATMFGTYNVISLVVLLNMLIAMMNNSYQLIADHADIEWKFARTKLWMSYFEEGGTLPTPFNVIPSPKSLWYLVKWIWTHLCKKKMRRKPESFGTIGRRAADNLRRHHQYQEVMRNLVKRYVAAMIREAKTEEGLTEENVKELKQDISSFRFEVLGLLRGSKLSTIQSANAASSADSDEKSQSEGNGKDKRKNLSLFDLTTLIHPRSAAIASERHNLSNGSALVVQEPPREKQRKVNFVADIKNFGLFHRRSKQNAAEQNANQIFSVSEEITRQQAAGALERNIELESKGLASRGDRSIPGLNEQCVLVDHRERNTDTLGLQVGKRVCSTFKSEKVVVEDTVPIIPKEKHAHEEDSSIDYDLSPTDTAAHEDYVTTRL
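Assay system: HEK293 cells with stable TRPC4beta plus mu-opioid receptor expression. Dosing: single dose. Measured by: Fluo4 Ca2+ flux fluorescence. Also added: DAMGO in two steps, submaximal then maximal. Read-out: B score from integrated Fluo4 fluorescence ratio.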
IEC-6 tox – IEC-6 cytotoxicity, counter-screen for KLF5 inhibitors; actives 0.78% (n = 290,000); luminescence viability; inhibition, % at 5 µM; in the data active = inhibition above about 22%;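 also: 0% = plate median of test compound wells and 100% = cytotoxic reference compound wells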
aSyn UTR inh – MLPCN primary screen, SNCA 5' untranslated region. alpha-synuclein 5'UTR reporter, inhibitor activity. inhibition, % (tested at 7.5 µM). actives 0.82% (n = 300,000). AID 1813; in the data active = inhibition above about 60%;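 also: H4 neuroglioblastoma cells stably carrying SNCA 5'UTR luciferase fusion; 0% = DMSO wells and 100% = positive control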
KLF5 inh – kruppel-like factor 5 inhibition; inhibition, % at 5 µM; DLD-1 KLF5 promoter-luciferase reporter, luminescence; actives 0.23% (n = 290,000);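 active = inhibition above a per-plate limit of that plate's mean compound inhibition plus 3 SD, cut at about 60% in these data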;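 also: 0% = DMSO wells and 100% = LY294002 at 200 µM; higher means less KLF5 promoter-driven luciferase light; inactives centre near -14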
TRPC4 agonist – activators of mouse TRPC4 channel; B-score at 10 µM; AID 2237; actives 0.49% (n = 310,000); HEK293 TRPC4beta/mu-opioid, Fluo4 calcium fluorescence; stronger effect = higher value; Q9QUQ5;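 active = B-score above 5 SD of library B-scores, and initial fluorescence ratio not above library mean plus 5 SD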;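 also: positive B-score marks a calcium rise read as TRPC4 activation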
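System – HEK293 cells stably co-expressing mouse TRPC4beta and mu-opioid receptor · Signal – Fluo4 calcium-sensitive dye fluorescence, kinetic, 1 Hz baseline · Benchmarks – buffer (low) and maximal DAMGO (high) · Read-out – B score of integrated fluorescence ratio per well · Incubation – dye loading 45 min room temperature, 110 s kinetic read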
TRPC4 potent – allosteric potentiators of mouse TRPC4 channel; AID 2227; actives 0.42% (n = 310,000); B-score at 10 µM; Q9QUQ5; HEK293 TRPC4beta/mu-opioid, DAMGO EC20, Fluo-4 Ca2+ flux; stronger effect = higher value;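 active = B-score of calcium response area above 5 SD of library B-scores, with initial fluorescence ratio within 5 SD of library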;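 also: B-score of integrated fluorescence ratio over time as area under calcium response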
TRPC6 activator – activators of mouse TRPC6 channel; Q61143; HEK293-TRPC6 membrane potential dye fluorescence; stronger effect = higher value; B-score at 10 µM; actives 0.13% (n = 310,000);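 active = B-score of the integrated fluorescence ratio above library mean plus 3 SD, and starting fluorescence ratio within library mean plus 5 SD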;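 also: higher score means more depolarization so channel activation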
HIF activator – HIF pathway transcriptional activation; actives 0.32% (n = 300,000); U2OS HRE-luciferase reporter, luminescence; normalized: DMSO 0%, desferrioxamine 100%; activation, % at 7.5 µM (by protocol);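 active = mean activation of at least 10% of the iron chelator positive control signal, with at least half of replicates also reaching 10%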
SKKanGAS inh – blocks kanamycin growth of S. pyogenes SKKanGAS strain. BacTiter-Glo, 6 h. inhibition, % at 7.5 µM. actives 1.3% (n = 300,000);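 active = mean replicate score, as percent of positive control median, at least 50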;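 also: strain carries kanamycin resistance gene driven by streptokinase promoter and grows in 40 µg/ml kanamycin; loss of luminescence reflects streptokinase promoter inhibition or plain growth inhibition; 0% = median of DMSO wells and 100% = positive control at its reference dose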
TRPC6 inhibitor – inhibitors of mouse TRPC6 channel; Q61143; HEK293-TRPC6, membrane potential dye, ACh-evoked depolarization; stronger effect = lower value; B-score at 10 µM; actives 1.1% (n = 310,000);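 active = B-score under library mean minus 3 SD, initial fluorescence not abnormally high, positive integrated signal ratio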;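 also: B-score derived from integrated fluorescence ratio over the kinetic read; more negative B-score means stronger inhibition of depolarization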
* hit, by the source's call; i = inactive; · = not tested or not shown.

structure | TRPC4 inh | TRPC4 agonist | TRPC6 activator | aSyn UTR inh | MrgX1 antag | KLF5 inh | IEC-6 tox | TRPC4 potent | SKKanGAS inh | HIF activator | TRPC6 inhibitor
Cc1cc(NC(=O)C(C)SCC(=O)N(Cc2ccccc2)c2ccccc2)no1 (stereo unspecified) | -7* | i | i | 12 | i | · | · | i | -2 | 0.1 | i
CCN(CC)c1cc(Cl)c2nonc2c1N | i | i | i | -4 | i | -15 | -1 | i | 14 | -1.8 | i
CCCCOC(=O)c1ccc(Nc2ccc([N+](=O)[O-])cn2)cc1 | i | i | i | -45 | i | -2 | -5 | i | -1 | 0.9 | i
Cc1ccc(Nc2nc(CSc3n[nH]c(N)n3)cs2)cc1 | i | i | i | -108 | i | -79 | 3 | i | 13 | 1.5 | i
Oc1ccccc1C(Nc1nccs1)c1ccc2cccnc2c1O (stereo unspecified) | i | i | i | 77* | i | 27 | 14 | i | 75* | 21* | i
COC(=O)C1C(O)=C(C=Nc2ccc3ccccc3c2)C(=O)CC1(C)C (stereo unspecified) | i | i | i | -75 | i | -14 | -8 | i | 6 | 0.1 | i
COC(=O)Cc1cn(-c2ncc(C(F)(F)F)cc2Cl)c2ccccc12 | i | i | i | 13 | i | -10 | 0 | i | 13 | -0.2 | i
Cc1cc(C)c2nc(N3CCN(C)CC3)c(C#N)cc2c1 | i | i | i | -49 | i | -1 | -4 | i | -2 | -0.2 | i
CC(C(=O)Nc1sccc1C(N)=O)N1C(=O)C2CC=CCC2C1=O (stereo unspecified) | i | i | i | · | i | 5 | 2 | i | 0 | · | i
O=C(c1ccccc1)N(Cc1ccc(F)cc1)C1CCS(=O)(=O)C1 (stereo unspecified) | i | i | i | -7 | i | -4 | -6 | i | 2 | -0.3 | i
COc1cccc(CN2CCN(S(=O)(=O)c3ccc(Cl)s3)CC2)c1 | i | i | i | -10 | i | 6 | 1 | i | 5 | -0.8 | i
O=C(NCc1cc(C(F)(F)F)cc(C(F)(F)F)c1)C1CC(c2ccccc2F)=NO1 (stereo unspecified) | i | i | i | 14 | i | · | · | i | -8 | 0.9 | i
COc1ccccc1-c1ccc(SCc2cccc(C)c2)nn1 | i | i | i | -14 | i | -18 | 4 | i | 9 | 1.0 | i
COc1ccc(Oc2ncccc2[N+](=O)[O-])cc1 | i | i | i | -21 | i | -15 | 0 | i | 3 | 0.2 | i
Cc1ccc(NC(=O)c2ccc3snnc3c2)cc1C | i | i | i | -165 | i | -142 | 2 | i | 0 | 4.0 | i
NC(=O)N/N=C/c1ccccc1OC(=O)c1cc2ccccc2oc1=O | i | i | i | -48 | i | -41 | -10 | i | -2 | 1.8 | i
CC(C)c1nnc(NC(=O)CN2C(=O)c3ccccc3C2=O)s1 | i | i | i | 15 | i | -26 | 0 | i | -5 | 0.0 | i
O=C(NCC(=O)N1CCN(S(=O)(=O)c2ccccc2C(F)(F)F)CC1)c1sc2ccccc2c1Cl | i | i | i | -5 | i | · | · | i | 0 | 0.3 | i
Cc1c(C)n(C(=O)CN2CCN(c3ccccc3)CC2)c2ccccc12 | i | i | i | -7 | i | -19 | 0 | i | 4 | 0.2 | i
Cc1c(C)c2ccc(OCC(=O)Nc3ccccc3C(N)=O)cc2oc1=O | i | i | i | 3 | i | -39 | 1 | i | 3 | -0.4 | i
O=C(Nc1ccc(N2CCCC2)cc1)c1ccc([N+](=O)[O-])cc1Cl | i | i | i | -26 | i | -28 | 0 | i | 2 | -0.5 | i
COc1cc2c(cc1OC)CN(C(=O)c1sc(-c3cnccn3)nc1C)CC2 | i | i | i | · | i | 9 | 6 | i | -2 | · | i
COc1cccc(C(=O)N(CN2CCCC2=O)c2cccc(Cl)c2)c1 | i | i | i | -25 | i | -42 | 4 | i | -12 | -0.3 | i
C=CCNCCCCOc1ccc(OCc2ccccc2)cc1 | i | i | i | -80 | i | -44 | 6 | i | 10 | -0.1 | i
Cc1ccc(C(=O)Nc2ccccc2C(=O)O)cc1S(=O)(=O)NCc1ccccc1 | i | i | i | 0 | i | 6 | -1 | i | 16 | 0.0 | i
C/C(=N\NC(=O)CCc1c[nH]c2ccccc12)c1ccc([N+](=O)[O-])cc1 | i | i | i | -12 | i | -10 | 0 | i | 6 | -0.3 | i
O=C(CN(C(=O)CNS(=O)(=O)c1ccccc1)C1CCCC1)NCc1ccco1 | i | i | i | 0 | i | · | · | i | -2 | -0.2 | i
COc1ccc([C@@H]2[C@@H]3C(=O)N(C(C)(C)C)C(=O)[C@@H]3[C@]3(Cc4ccccc4)C(=O)N(c4ccc(OC)cc4)C(=O)N23)cc1 | i | i | i | 7 | i | · | · | i | 3 | -0.4 | i
CN(C)CCNC(=O)C(=O)NCC1CCCN1S(=O)(=O)c1cccs1 (stereo unspecified) | i | i | i | 5 | i | · | · | i | -1 | -0.5 | i
Cc1c(NC(=O)CSc2n[nH]c(=O)n2-c2ccccc2)c(=O)n(-c2ccccc2)n1C | i | i | i | 20 | i | -43 | 2 | i | 13 | -0.6 | i
CCc1ccc(N2CC(C(=O)NCc3ccc4c(c3)OCO4)CC2=O)cc1 (stereo unspecified) | · | i | i | -22 | i | 2 | 9 | i | -13 | 0.0 | i
CCCCN1CC(O)=C(c2nc(-c3ccc(Br)cc3)cs2)C1=N | i | i | i | 28 | i | -16 | 2 | i | -7 | -0.4 | i
CCc1nnc(NC(=O)CC(CN(C)S(=O)(=O)c2ccccc2)c2ccccc2)s1 (stereo unspecified) | i | i | i | 7 | i | -4 | 5 | i | -1 | 0.2 | i
O=C(c1ccc(Cl)c(S(=O)(=O)N2CCCC2)c1)N1CCN(c2ccccc2)CC1 | i | i | i | -6 | i | -11 | -8 | i | -6 | -0.1 | i
O=C(CS(=O)(=O)Cc1ccccc1)Nc1ccc(Cl)cn1 | i | i | i | 1 | i | -49 | -2 | i | -4 | 1.1 | i
Cc1ccccc1-n1ncc2c(SCC(=O)N3c4ccccc4CC3C)ncnc21 (stereo unspecified) | i | i | i | 32 | i | 1 | -11 | i | 2 | -0.3 | i
CCc1c(C)nc2ncnn2c1N1CCC(C(=O)N2CCN(c3ccc(F)cc3)CC2)CC1 | i | i | i | 14 | i | -5 | -3 | i | -7 | 0.1 | i
C#CCOCCOCCOCCNc1nc(N2CCN(C(=O)[C@H](Cc3cc4ccccc4[nH]3)n3cc([C@@H](N)CC(C)C)nn3)CC2)nc(N2CCN(C(=O)[C@H](Cc3cc4ccccc4[nH]3)n3cc([C@@H](N)CC(C)C)nn3)CC2)n1 | i | i | i | 5 | i | 5 | 5 | i | 6 | -0.3 | i
O=C(O)c1cc(NC(=O)c2ccc3c(c2)C(=O)N(Cc2cccnc2)C3=O)cc(C(=O)O)c1 | i | i | i | -12 | i | -5 | -1 | i | -1 | -0.3 | i
CN(C)S(=O)(=O)c1ccc(/C(O)=C2/C(=O)C(=O)N(Cc3cccnc3)C2c2cccs2)cc1 (stereo unspecified) | i | i | i | 9 | i | -43 | 3 | i | 5 | -0.1 | i
CC(NC(=O)COC(=O)c1ccccc1SCC(=O)N1CCCC1)c1ccccc1 (stereo unspecified) | i | i | i | 8 | i | · | · | i | 3 | -1.0 | i
O=S(=O)(/N=C(/NS(=O)(=O)c1ccccc1)c1ccccc1)c1ccccc1 | i | i | i | -2 | i | 2 | -1 | i | -4 | 0.0 | i
COc1ccc(C(CNC(=O)COc2ccc(Cl)cc2C)N2CCCCC2)cc1 (stereo unspecified) | i | i | i | -29 | i | -6 | -7 | i | -2 | -0.6 | i
Cc1cccc(OCCOc2ccccc2C=C(C#N)C#N)c1 | i | i | i | -57 | i | -6 | -9 | i | -5 | 3.0 | i
COc1ccc(NC(=O)CN2C(=O)NC(C)(c3ccc(C)cc3)C2=O)c([N+](=O)[O-])c1 (stereo unspecified) | i | i | i | 10 | i | -2 | -4 | i | 8 | -0.2 | i
Cc1ccc(/C=C/C(=O)N2CCN(S(=O)(=O)c3c(C)c(C)cc(C)c3C)CC2)o1 | i | i | i | -9 | i | -21 | 2 | i | 11 | 2.1 | i
C/C(Cn1nc([N+](=O)[O-])cc1C)=N\NC(=O)COc1ccccc1[N+](=O)[O-] | i | i | i | -7 | i | -15 | 2 | i | 0 | 0.3 | i
CC1(C)N=C(N)N=C(N)N1c1ccc(F)cc1F | i | i | i | 11 | i | 11 | 3 | i | -11 | 0.6 | i
COc1ccccc1NC(=O)c1sc2nc(Cc3ccccc3)cc(C(F)(F)F)c2c1N | i | i | i | 16 | i | -3 | 3 | i | 5 | 0.1 | i
Cc1ccc(NC=C(S(=O)(=O)c2ccccc2)S(=O)(=O)c2ccccc2)cc1 | i | i | i | -3 | i | -34 | 2 | i | 12 | 2.6 | i
Cc1ccc(Cc2cnc(N3C(=N)SC(C)C3=O)s2)cc1 (stereo unspecified) | i | i | i | 11 | i | -13 | 0 | i | 90* | -0.2 | i
O=C(c1cncs1)N1CCCC(CNS(=O)(=O)c2cccs2)C1 (stereo unspecified) | i | i | i | -3 | i | -38 | 3 | i | -4 | -0.1 | i
COc1ccc(C)cc1-n1nnnc1SCc1nc2ccccc2c(=O)[nH]1 | i | i | i | 14 | i | 14 | 3 | i | 3 | -0.4 | i
CCC1Oc2ccc(C)cc2N(CC(=O)N(Cc2ccncc2)Cc2ccco2)C1=O (stereo unspecified) | i | i | i | -5 | i | -19 | -1 | i | 4 | -1.0 | i
CC(C)(C)NS(=O)(=O)c1ccc(CCC(=O)N2CCCC2)cc1 | i | i | i | 4 | i | -5 | -5 | i | -7 | -0.3 | i
Cc1ccc(NC(=O)c2sc(N)nc2C)cc1 | i | i | i | -185 | i | -154 | -6 | i | 0 | 1.6 | i
O=C1OCC(c2ccccc2)=C1c1ccccc1[N+](=O)[O-] | · | i | i | 0 | i | -26 | -4 | i | 12 | -0.1 | i
COc1ccc(CCNC(=O)CCCN2C(=O)c3ccccc3C2=O)cc1 | i | i | i | 2 | i | -4 | -6 | i | 5 | -0.3 | i
